Compound activity deposited in PubChem BioAssay by National Center for Advancing Translational Sciences (NCATS).
TDP-43 yeast inh = qHTS of TDP-43 Inhibitors | TDP-43 expressing yeast growth rescue, BacTiter-Glo, 24 h | Potency, µM (top dose mostly 46.1 µM), for the others: at the top dose growth rescue (activation), most hits filed as activators | 410,000 tested, 1.8% active; further: potency means the concentration at half of the fitted maximal effect; % of control where 0% means no effect; nearly all actives have a fitted effect of over 50% in size
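Growth rescue of TDP-43-toxic yeast measured as ATP luminescence (BacTiter-Glo). Cells grown to mid-log in raffinose, induced in galactose at OD600=0.02, exposed to compound 24 hr at 30 deg C.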
aSyn rescue = qHTS of alpha-syn Inhibitors; AID 652106, 2013; Potency, µM (highest dose often 46.1 µM), inactives show at the highest dose growth rescue (activation), actives largely listed as activators; 370,000 tested, 0.14% active; Yeast expressing alpha-synuclein, growth rescue, BacTiter-Glo, 24 h; further: potency means the concentration at half of the fitted maximal effect; % of control where 0% means no effect; nearly all actives have a fitted effect of over 65% in size
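Galactose-induced alpha-syn yeast (OD600=0.02, raffinose-pregrown) + pinned cpd, 24 hr, 30 deg C; growth by BacTiter-Glo luminescence. Growth restoration scores as activation.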
FUS suppressor = qHTS for Suppressors of FUS Proteinopathy: Primary screen using FUS-linked yeast assay; S. cerevisiae FUS-expressing, growth rescue, OD600, 24 h; Potency, µM (top dose mostly 76.6 µM), inactives show at the highest dose growth rescue (activation), actives largely listed as activators; 390,000 tested, 0.24% active;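 further: potency means the concentration at half of the fitted maximal effect; plate controls were DMSO vehicle for no effect and reference control for full effect; nearly all actives have a fitted effect of over 55% in size; some results filed as inactive show a strong effect at the top dose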
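Cultures pregrown in 2.5% raffinose medium are shifted to minimal medium containing 2% galactose to express toxic FUS. Compounds are tested at several concentrations. After 24hr at 30C, growth is quantified at 600 nm absorbance.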
DRD3 agonist = qHTS of D3 Dopamine Receptor Agonist: qHTS | D(3) dopamine receptor (Homo sapiens), P35462 | D3R DiscoveRx beta-arrestin cells, luminescence, 90 min | max activation, % | 410,000 tested, 0.58% active | AID 652048, 2013; in the data active means max activation above about 30%; further: 0% is about no effect; mostly tested at two doses, the higher about 12 µM
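Agonist mode: compounds and dopamine controls were applied to plated cells for 90 min at 37 degrees C after an overnight attachment at 1500 cells/well. Luminescent read-out followed 30 - 60 minutes at room temperature with DiscoveRx detection reagent.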
Abeta rescue = qHTS for compounds that reverse cellular toxicity of Amyloid beta (A-beta) peptide in yeast: Primary Screen | Potency, µM (doses to about 46.1 µM), for the others: at the highest dose growth rescue, usual class: activators | 410,000 tested, 0.063% active | yeast expressing A-beta42, growth rescue, OD600, 48 h; response scale: 0% DMSO, 100% iron-clioquinol control; further: potency means the concentration at half of the fitted maximal effect; nearly all actives have a fitted effect of over 55% in size
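Yeast A-beta toxicity model in growth medium with pinned compounds, 48 h at 30 C; growth read as absorbance at 600 nm. Normalized to FeCl3/clioquinol equimolar mix (positive) and DMSO (negative).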
EPAC2 agonist = qHTS for Agonist of cAMP-regulated guanine nucleotide exchange factor 4 (EPAC2): primary screen. Rap guanine nucleotide exchange factor 4 (Homo sapiens), Q8WZA2. EPAC2 activation, biochemical qHTS; response scale: 100% = 6.5 mM cAMP response. Potency, µM (doses to about 154 µM), for inactives: at the top dose activation, usual class: activators. 360,000 tested, 0.079% active. AID 720711, 2013; further: potency means the concentration at half of the fitted maximal effect; nearly all actives have a fitted effect of over 50% in size
Target sequence (Q8WZA2 whole entry, looked up): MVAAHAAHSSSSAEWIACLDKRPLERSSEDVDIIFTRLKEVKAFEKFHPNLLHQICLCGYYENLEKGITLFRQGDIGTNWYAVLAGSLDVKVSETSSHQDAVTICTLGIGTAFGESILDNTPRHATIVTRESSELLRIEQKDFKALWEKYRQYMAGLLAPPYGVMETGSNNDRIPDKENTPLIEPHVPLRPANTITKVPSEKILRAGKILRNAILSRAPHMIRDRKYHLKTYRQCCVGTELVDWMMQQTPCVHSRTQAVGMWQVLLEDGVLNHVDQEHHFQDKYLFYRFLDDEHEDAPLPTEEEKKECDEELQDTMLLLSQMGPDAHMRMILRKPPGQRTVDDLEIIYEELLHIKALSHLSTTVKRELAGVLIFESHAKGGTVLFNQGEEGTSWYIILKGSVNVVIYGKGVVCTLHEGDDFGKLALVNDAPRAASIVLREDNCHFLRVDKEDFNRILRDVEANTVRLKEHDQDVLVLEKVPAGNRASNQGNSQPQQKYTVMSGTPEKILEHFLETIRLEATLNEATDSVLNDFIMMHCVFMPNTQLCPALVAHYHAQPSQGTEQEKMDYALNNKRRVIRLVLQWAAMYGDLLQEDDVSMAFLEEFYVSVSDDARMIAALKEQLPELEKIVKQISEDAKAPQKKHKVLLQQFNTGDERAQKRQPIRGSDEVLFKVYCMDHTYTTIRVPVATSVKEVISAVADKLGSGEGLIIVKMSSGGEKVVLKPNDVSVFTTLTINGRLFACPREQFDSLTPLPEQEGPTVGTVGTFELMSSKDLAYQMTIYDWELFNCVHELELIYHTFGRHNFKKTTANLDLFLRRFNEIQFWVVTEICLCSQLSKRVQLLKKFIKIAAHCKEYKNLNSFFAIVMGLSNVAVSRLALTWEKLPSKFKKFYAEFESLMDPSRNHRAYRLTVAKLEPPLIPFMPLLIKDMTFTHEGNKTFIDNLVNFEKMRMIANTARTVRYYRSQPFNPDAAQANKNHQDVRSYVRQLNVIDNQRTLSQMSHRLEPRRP
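qHTS, titration series. 100 nM EPAC2 / 250 nM Rap1B-BODIPY-GDP / 50 uM GDP; RT; ex 480/em 540 nm, 5-min reads to 30 min. Norm. to 6.5 mM cAMP = activation.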
DRD3 antagonist = qHTS of D3 Dopamine Receptor Antagonist: qHTS; D(3) dopamine receptor (Homo sapiens), P35462; D3R cells, DiscoveRx beta-arrestin luminescence, antagonist mode; active compounds read low; max response, negative = inhibition, %; 360,000 tested, 2.5% active; AID 652054, 2013; in the data active means max response below about -50%; inconclusive means no clear call, values can overlap the other calls; further: on the % scale 0 is the no-effect control and ±100 the full control effect; mostly tested at two doses, the higher about 12 µM
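Cells plated overnight at 1500 cells/well, then exposed to library compounds with dopamine controls for 90 minutes at 37 degrees C. DiscoveRx reagent added for 30–60 minutes at room temperature; luminescence read, quantitative HTS format.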
EPAC2 antag = qHTS for Antagonist of cAMP-regulated guanine nucleotide exchange factor 2 (EPAC2): primary screen | Rap guanine nucleotide exchange factor 4 (Homo sapiens), Q8WZA2 | EPAC2 GEF exchange of Rap1B-BODIPY-GDP, fluorescence | Potency, µM (doses to about 114 µM), for the others: at the top dose activity, negative = inhibition, actives largely listed as inhibitors | 360,000 tested, 0.18% active | AID 720708, 2013; further: potency means the concentration at half of the fitted maximal effect; on the % scale 0 is the no-effect control and ±100 the full control effect; nearly all actives have a fitted effect of over 45% in size; many of its hits are not listed in these tables
* = called active by the depositor; ? = inconclusive; . = not tested or not shown; & = joins results of further samples; [ ] = remark or other dose. Unless noted, the call rests on the fitted dose curve; in most records, active means well fitted curve in the direction sought with a large enough effect; inconclusive means small, poorly fitted or top-dose-only effect, or another doubt; inactive means no such curve, though single readings can be large; an effect the other way counts as inactive or inconclusive. A portion of the library; count on the stated rates, not on these rows.

The opening 4 entries, to show the layout:
SMILES | TDP-43 yeast inh | aSyn rescue | FUS suppressor | DRD3 agonist | Abeta rescue | EPAC2 agonist | DRD3 antagonist | EPAC2 antag
CC(Sc1nnc(-c2ccccc2Br)n1-c1cccc(C(F)(F)F)c1)C(N)=O (stereo not given) | 1% | -8% | 19% | -2 | 4% | 6% | 12 | -2%
CCOc1ccc(NS(=O)(=O)c2ccc(-c3cc(C)no3)s2)cc1 | 11% | . | 5% | 4 | -6% | . | . | .
C[C@]12CCC3c4ccc(O)cc4CCC3C1CC/C2=N\N (stereo not given in full) | ? | 1% | 3% | 17 | 15% | 11% | 17 | 1%
CCOC(=O)c1c(-c2cccc([N+](=O)[O-])c2)csc1N | 18µM* | 3% | ? | 9 | 20% | 8% | 14 | -25%

The list itself, from the start:
SMILES | TDP-43 yeast inh | aSyn rescue | FUS suppressor | DRD3 agonist | Abeta rescue | EPAC2 agonist | DRD3 antagonist | EPAC2 antag
CC(Sc1nnc(-c2ccccc2Br)n1-c1cccc(C(F)(F)F)c1)C(N)=O (stereo not given) | 1% | -8% | 19% | -2 | 4% | 6% | 12 | -2%
CCOc1ccc(NS(=O)(=O)c2ccc(-c3cc(C)no3)s2)cc1 | 11% | . | 5% | 4 | -6% | . | . | .
C[C@]12CCC3c4ccc(O)cc4CCC3C1CC/C2=N\N (stereo not given in full) | ? | 1% | 3% | 17 | 15% | 11% | 17 | 1%
CCOC(=O)c1c(-c2cccc([N+](=O)[O-])c2)csc1N | 18µM* | 3% | ? | 9 | 20% | 8% | 14 | -25%
Cn1c(/C(C#N)=C/c2ccc(-c3ccc(S(N)(=O)=O)cc3)o2)nc2ccccc21 | 11% | 6% | 6% | 1 | -4% | -53%[inhibitor] | 30 | 143%[activator]
O=C(NCCCN1CCCC1=O)C1CCN(S(=O)(=O)c2ccc(Cl)cc2)CC1 | -1% | -7%[1.84 µM] | 9% | 4 | -8% | 4% | -6 | -14%
O=C(Cc1c(O)c2ccccc2oc1=O)c1ccc(C(F)(F)F)cc1 | -34%[inhibitor] | -1% | -6% | -8 | 9% | 10% | 3 | 4%
CC1CCCC1/C(=N/O)c1ccccc1 (stereo not given) | ? | 11% | -26% | 1 | -11% | -1% | 13 | -19%
Cn1c(Cl)nc2ccccc21 | 7% | -9% | 13% | 3 | -10% | 5% | 0 | -2%
CCOC(=O)c1c(S(=O)(=O)N2CCCC(C(=O)NCc3ccc(F)cc3)C2)c(C)n(CC)c1C (stereo not given) | -4% | . | -17% | -8 | -5% | . | . | .
COc1ccc(C(=O)NCC(c2ccco2)N2CCCC2)cc1S(=O)(=O)N1CCCCC1C (stereo not given) | 8% | 1%[1.84 µM] | 57% | -18 | -11% | 11% | ? | -5%
CCOC(=O)C1CCCN(C(=O)c2ccc3ccccc3c2)CC1 (stereo not given) | ? | -2% | -4% | 6 | 13% | 4% | 28 | -8%
O=C(NCCc1ccccn1)c1cncc(Br)c1 | -29% | 2% | -4% | 13 | -2% | 1% | 11 | 7%
Cc1cc(C)n(Cc2ccc(C(=O)NN)o2)n1 | 17% | 4% | 5% | -4 | 8% | 3% | -11 | 12%
Cc1nn(-c2ccccc2)c2sc(C(=O)Nc3cccc(Cl)c3)cc12 | ? | . | 6% | 4 | -7% | . | . | .
CC(=O)Nc1ccc(/C(C)=N/NC(=O)c2ccccc2Cl)cc1 | -9% | -8% | . | -15 | 14% | 3% | -9 | 7%
Nc1cc(=O)[nH]c(SCC(=O)Nc2cc(S(=O)(=O)N3CCOCC3)ccc2Cl)n1 | . | 3% | 41% | 15 | 16% | -4% | 0 | 0%
COc1ccc(Cl)cc1NC(=O)c1cc(-c2ccc(C)cc2O)n[nH]1 | 6% | 3% | -13% | 6 | -5% | 7% | 12 | -1%
COCCCNC(=O)c1ccc2c(=O)n(Cc3ccccc3OC)c(=S)[nH]c2c1 | 1% | 0% | -3% | 1 | 6% | 0% | 19 | 14%
O=C(Nc1cc(F)ccc1F)C1CCN(c2nc3ccccc3n3cccc23)CC1 | -3% | . | 3% | 3 | -4% | . | . | .

Entries of single compounds, looked up by structure. Values in the order: TDP-43 yeast inh | aSyn rescue | FUS suppressor | DRD3 agonist | Abeta rescue | EPAC2 agonist | DRD3 antagonist | EPAC2 antag
Cc1nn(-c2ccccc2)c2sc(C(=O)Nc3cccc(Cl)c3)cc12 reads ? | . | 6% | 4 | -7% | . | . | .
C[C@]12CCC3c4ccc(O)cc4CCC3C1CC/C2=N\N (stereo not given in full) reads ? | 1% | 3% | 17 | 15% | 11% | 17 | 1%
COCCCNC(=O)c1ccc2c(=O)n(Cc3ccccc3OC)c(=S)[nH]c2c1 reads 1% | 0% | -3% | 1 | 6% | 0% | 19 | 14%
COc1ccc(Cl)cc1NC(=O)c1cc(-c2ccc(C)cc2O)n[nH]1 reads 6% | 3% | -13% | 6 | -5% | 7% | 12 | -1%

(cont.)
SMILES | TDP-43 yeast inh | aSyn rescue | FUS suppressor | DRD3 agonist | Abeta rescue | EPAC2 agonist | DRD3 antagonist | EPAC2 antag
CCOc1ccc(CN2CCC(C(=O)Nc3cccc(-c4ccn[nH]4)c3)CC2)cc1Cl | -5% | 13% | 0% | -12 | 15% | 13% | -6 | -11%
CC1Cc2ccccc2N1S(=O)(=O)c1nnc(NC(=O)c2ccccc2Br)s1 (stereo not given) | 26% | . | -10% | -3 | 0% | . | . | .
COc1cccc(N(CC(=O)NCCN2CCOCC2)S(=O)(=O)c2ccccc2)c1 | -11% | -10% | 4% | -5 | -6% | 2% | -3 | 11%
COC(=O)c1ccc(C2C(C(=O)c3ccco3)=C(O)C(=O)N2c2cc(C)on2)cc1 (stereo not given) | -17% | -1% | 30% | -5 | -2% | -3% | -2 | -11%
CN(C)CCCNC(=S)N(Cc1cccs1)Cc1cc2cc3c(cc2[nH]c1=O)OCCO3 | -15% | 0% | 24% | -6 | 3% | 11% | -25 | 5%
CN(C)c1ccc(C(=S)N2CCOCC2)cc1 | 10% | -10% | 2% | -3 | -6% | -4% | ? | 10%
CC1CCN(C(=O)Cn2c(=O)n(CCCC(=O)NCc3ccco3)c(=O)c3sccc32)CC1 | 5% | 1% | 11% | 21 | -4% | 6% | 2 | 11%
CC1C/C(=C/c2ccccn2)C(=O)/C(=C/c2ccccn2)C1 (stereo not given) | -93%[inhibitor] | -65%[inhibitor] | 6% | -22 | -87%[inhibitor] | 22% | -60* | 5%
CCOc1ccc(S(=O)(=O)Nc2ccncc2)c(C)c1C | 13% | 0% | 17% | 5 | -14% | 3% | 4 | -5%
O=S(=O)(c1ccc(F)cc1)N1CCC(N2CCCC2)CC1 | 4% | -10% | 1% | -14 | -18% | 8% | -28 | 19%
Cc1ccc(NC(=O)c2cccc(Oc3ccc([N+](=O)[O-])cc3)c2)c(C(=O)O)c1 | -30%[inhibitor] | 3% | 3% | 3 | -90%[inhibitor] | -8% | 18 | -21%
O=C(CSc1nnc(CCCOc2ccc(Cl)cc2Cl)o1)Nc1ccc(C(=O)O)cc1 | 6% | 3% | 9% | 8 | -5% | 2% | 5 | -1%
CC(C)(C)C(=O)N1CCN(CCN2C(=O)c3cccc4cccc(c34)C2=O)CC1 | -6% | 0% | -13% | 4 | 27% | 3% | 6 | -1%
O=C(NCCCc1ccccc1)c1ccc2c(c1)sc1nc(-c3ccc(F)cc3)cn12 | 2% | . | 42% | 18 | -7% | . | . | .
CSC(SC)=C(C(C)=O)C(=O)c1ccc(C)cc1 | 0% | 1% | 17% | -16 | -2% | 4% | -21 | ?
COC(=O)c1cc(S(=O)(=O)NCC2CCN(Cc3cccc(F)c3)CC2)c[nH]1 | 1%&-1% | 13% | -13%&-2% | -1&-17 | -12% | 5% | 13 | 2%
O=C(CCN1C(=O)c2ccccc2C1=O)NC(=S)Nc1ccccc1Cl | 5% | -1% | -5% | -2 | -14% | 14% | -4 | -3%
Cc1ccc(-n2ncc3c(N4CCCCCC4)ncnc32)cc1C | ? | . | -3% | 19 | -8% | . | . | .
COC(=O)[C@]12CCCCC=C1N(Cc1cccc3ccccc13)C(=O)[C@H](CC(=O)N1CCOCC1)C2 | 28% | 15% | 39% | -15 | -2% | 12% | -10 | -11%
O=C(NCCCN1CCCCCC1)C1CC(=O)N(CCc2ccccc2)C1 (stereo not given) | -5% | 17% | 10% | -10 | -6% | -3% | -21 | 4%
CN(C)CCCNC(=O)c1cc(C(=O)Cc2ccccc2)c[nH]1 | -1% | -7% | -10% | 3 | 2% | 1% | 5 | -3%
O=C(COC(=O)CNC(=O)c1ccc(Cl)cc1Cl)NNC(=O)c1ccccc1F | 9% | -4% | 30% | -9 | -5% | 8% | -6 | -5%
COC(=O)C1Cc2c([nH]c3ccccc23)CN1 (stereo not given) | 9% | 1% | 17% | 0 | 20% | 2% | 6 | -16%
O=[N+]([O-])c1ccc(N2CCN(CCO)CC2)c2ncccc12 | 3% | -7% | 7% | -37 | -11% | 0% | -29 | -6%
CC(=O)Nc1ccc(S(=O)(=O)NC(CC(=O)NCCC2=CCCCC2)C(C)C)cc1 (stereo not given) | 2% | 1% | 9% | -4 | 16% | -9% | -5 | -3%
CCOC(=O)c1c(NC(=O)CSc2cn(CCNC(=O)c3ccccc3F)c3ccccc23)sc2c1CCC2 | 20% | . | 8% | 7 | -5% | . | . | .
COc1cc(C(C)=O)ccc1OCC(O)CN1CCN(c2ccccc2)CC1 (stereo not given) | 8% | 0% | -22% | 24 | -3% | -4% | ? | -4%
CC(C)(C)c1[nH]ncc1[N+](=O)[O-] | 6% | 5% | -12% | -2 | 1% | 3% | 5 | 5%
Cc1csc(NC(=O)CSc2nncn2C)n1 | -7% | -12% | -3% | -6 | -30% | 6% | -63* | 13%
O=C(CCc1ccccc1)N(Cc1cccnc1)c1nc2ccc(F)cc2s1 | ? | . | 14% | -13 | -17% | . | . | .
